FEN1 inhibitor – qHTS Assay for the Inhibitors of Human Flap endonuclease 1 (FEN1); 390,000 tested, 0.35% active; P39748; Recombinant FEN1 flap cleavage, fluorescence, 15 min; Potency, µM (series often up to 114 µM), for the others: at the highest dose activity change, negative = inhibition, usual class: inhibitors; note: nearly all actives have a fitted effect of over 65% in size
Target sequence (P39748 whole entry, looked up): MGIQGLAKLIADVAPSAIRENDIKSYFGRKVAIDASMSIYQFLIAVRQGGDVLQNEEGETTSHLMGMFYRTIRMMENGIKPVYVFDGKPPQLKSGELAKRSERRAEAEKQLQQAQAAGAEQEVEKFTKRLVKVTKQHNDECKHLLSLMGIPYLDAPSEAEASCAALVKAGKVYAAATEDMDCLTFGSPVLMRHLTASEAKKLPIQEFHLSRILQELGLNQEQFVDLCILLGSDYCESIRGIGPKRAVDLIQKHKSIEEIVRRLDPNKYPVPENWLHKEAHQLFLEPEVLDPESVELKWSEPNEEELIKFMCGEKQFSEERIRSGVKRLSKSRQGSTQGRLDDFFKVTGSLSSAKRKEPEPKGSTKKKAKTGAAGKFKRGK
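Recombinant FEN1 (10 nM) was preincubated with pin-transferred compounds for 15 min at room temperature, then flap DNA substrate (50 nM final) was added. Plates were read at 0 and 15 min, and normalized concentration–response data were fitted to a four-parameter Hill equation.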
TDP1 cell CPT – qHTS for Inhibitors of human tyrosyl-DNA phosphodiesterase 1 (TDP1): qHTS in cells in presence of CPT. Potency, µM (titrated, usually from 46.2 µM), for inactives: top-dose activity change, negative = growth inhibition, hits mostly inhibitors. 420,000 tested, 12% active. chicken DT40 Tdp1-/-;hTDP1 cells + 20 nM CPT, ATP luminescence, 48 h. AID 686979, 2013; note: nearly all actives have a fitted effect of over 55% in size
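Cell growth measured by CellTiter-Glo luminescence after a minimum 48 h, 37 C compound exposure with 20 nM CPT in Tdp1-knockout DT40 cells stably expressing hTDP1, seeded 400/well; qHTS titration format.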
N370S GC mod – qHTS Assay for Inhibitors and Activators of N370S glucocerebrosidase as a Potential Chaperone Treatment of Gaucher Disease | Lysosomal acid glucosylceramidase (Homo sapiens), P04062 | N370S GC spleen homogenate, 4MU-glucoside fluorescence | Potency, µM (top dose mostly 59.4 µM), for the others: at the top dose activity change, negative = inhibition, most hits filed as inhibitors | 330,000 tested, 0.092% active;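 note: 0% = full enzyme activity and -100% = no enzyme basal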
* hit, by the source's call; ? = inconclusive; / = no result given; & = joins results of further samples; [ ] = remark or other dose. Calls come from the whole dose curve; as a rule, active = well fitted curve in the direction sought with a large enough effect; inconclusive = small, poorly fitted or top-dose-only effect, or another doubt; inactive = no such curve, though single readings can be large; an effect the other way counts as inactive or inconclusive. Unless noted, % is set by controls: 0 for no effect and ±100 for the full control effect; potency is the fitted concentration of half-maximal effect. Only part of the results is shown; the hit share may differ from the screen's.

SMILES	FEN1 inhibitor	TDP1 cell CPT	N370S GC mod
COc1cccc(CC(=O)Nc2ccc(N3CCOCC3)c(S(=O)(=O)Nc3ccccc3OC)c2)c1	0%	-16%	/
CCC(C)c1ccccc1N1CC(C(=O)Nc2cccc(S(=O)(=O)N3CCOCC3)c2)CC1=O (stereo not drawn)	2%	18µM*	-16%
CC(C)CC(NS(=O)(=O)c1ccc2[nH]c(=O)c(=O)[nH]c2c1)C(=O)O (stereo not drawn)	2%	1%	-6%
CC(C#N)(NC(=O)CN1CCN(S(=O)(=O)c2ccccc2C#N)CC1)C1CC1 (stereo not drawn)	-1%	-6%	/
CC1CC2C3CCC4=CC(=O)C=CC4(C)[C@@]3(Cl)C(O)CC2(C)C1(O)C(=O)CO (stereo partly drawn)	18%	12%	/
CN1CC(=O)N(CC(=O)Nc2cccc(C#N)c2)c2ccccc2C1=O	-1%	-2%	/
CCOc1ccc(C(=O)c2cc3ccc(O)cc3oc2=O)cc1	-5%	12%	-8%
C=CCOc1ccc(CNC(C)(C)CO)cc1OC	-1%	0%	1%
Cc1cc(SCc2ccc(C(F)(F)F)cc2)nc(=O)[nH]1	9%	-20%	0%
CCOC(=O)c1c(N)sc(C(=O)N(C)C)c1C	3%	-14%	2%[2.35 µM]
CCOC(=O)C1(CCOC)CCN(Cc2ccc(C3CCCCO3)s2)CC1 (stereo not drawn)	23%	-16%	8%
CCOC(=O)c1c(NC(=O)COC(=O)Cn2c(C)nc3ccccc32)sc2c1CCCC2	1%	-25%	-21%
O=C(CSc1nnc(CNc2ccc(F)cc2)n1-c1ccccc1)N1CCOCC1	15%	-7%	-6%
CC(=O)N1CCc2cc(S(=O)(=O)CCC(=O)Nc3cc(C)cc(C)c3)ccc21	16%	3%	-13%
C=CCn1c(SCC(=O)Nc2ccccc2F)nnc1C(C)NC(=O)c1ccccc1F (stereo not drawn)	5%	6%	-4%

Overlap with the part before: two compounds, followed by the next part.
SMILES	FEN1 inhibitor	TDP1 cell CPT	N370S GC mod
CC(=O)N1CCc2cc(S(=O)(=O)CCC(=O)Nc3cc(C)cc(C)c3)ccc21	16%	3%	-13%
C=CCn1c(SCC(=O)Nc2ccccc2F)nnc1C(C)NC(=O)c1ccccc1F (stereo not drawn)	5%	6%	-4%
CC(C)(C)OC(=O)N1CCC(C(=O)Nc2ccc(C(=O)N3CCCC3)cc2)CC1	21%	-8%	/
Cn1cc(CN2CCN(CCc3ccccc3)C(CCO)C2)cn1 (stereo not drawn)	-4%	7%	5%
COc1cccc(CN2CCSCC2)c1	-3%	-4%	-3%
CCCn1c(N)c(CC)c(=O)[nH]c1=O	0%	6%	6%
Cc1cccn2c(CN3CCSCC3)c(C(=O)N3CCOCC3)nc12	0%	-12%	1%
O=C(C1CCCN1S(=O)(=O)c1ccc(Cl)cc1)N1CCOCC1 (stereo not drawn)	-8%	1%	2%
COC(=O)CCC(=O)Nc1ccc(S(=O)(=O)N2CCc3ccccc32)cc1	0%	5%	-1%
NC(=O)c1ccc(NC(=O)C2CCN(S(=O)(=O)Cc3ccccc3)CC2)cc1	0%	-10%	/
COc1ccc2nc(SCc3cccc(C)c3)nc(C)c2c1	-22%	1%	19%
COc1cc(C(=O)c2c(C)c(CCC#N)n3ccccc23)cc(OC)c1OC	-2%	-19%	-2%
Cc1ccc(S(=O)(=O)c2nnn(-c3ccc(F)c(Cl)c3)c2N)cc1	14%	?	/
CCOC(=O)c1cnc(SC)nc1Oc1cccc(NS(=O)(=O)c2ccc(C)cc2)c1	-14%	?	-7%
CCOC(=O)c1[nH]c2c(c1Cc1ccccc1)C(=O)CC(c1ccc(C(C)(C)C)cc1)C2 (stereo not drawn)	-17%	?	/
CCN(CC)S(=O)(=O)c1ccc(NC(=S)NC(=O)C2CCC2)cc1	-29%	18µM*	1%
O=C(c1cccs1)c1coc2ccc(O)c(CN(CCO)CCO)c12	-7%	?	0%

Single records, as listed above. Order of screens: FEN1 inhibitor, TDP1 cell CPT, N370S GC mod
Results for `CCOC(=O)c1cnc(SC)nc1Oc1cccc(NS(=O)(=O)c2ccc(C)cc2)c1` → -14%, ?, -7%
Results for `COc1cc(C(=O)c2c(C)c(CCC#N)n3ccccc23)cc(OC)c1OC` → -2%, -19%, -2%
Results for `O=C(c1cccs1)c1coc2ccc(O)c(CN(CCO)CCO)c12` → -7%, ?, 0%

The list goes on.
SMILES	FEN1 inhibitor	TDP1 cell CPT	N370S GC mod
Cc1nn(C(=O)c2cccnc2)c(C)c1Sc1ccccc1	10%	?	-10%
COc1ccc(CCC(C)N(C)Cc2ccccc2)cc1 (stereo not drawn)	-11%	-21%	-12%
O=C(Cc1ccccc1)Nc1ccc(Cl)cn1	3%	4%	-14%
COC(=O)c1ccccc1NC(=O)C1CCCN(c2nnc(-n3cccc3)s2)C1 (stereo not drawn)	9%	16µM*	?
CCN(CC)C(=O)c1[nH]cnc1C(=O)N[C@@H](CC(C)C)C(=O)OCc1ccccc1	-24%	-26%	-5%
CC(/C=N/n1c(-c2cc(C)[nH]n2)n[nH]c1=S)=C\c1ccco1	?	14%	-26%
Cc1ccc(C)c(OCC(=O)Nc2ccccc2C(=O)N2CCN(C)CC2)c1	9%	-3%	-6%
CCOc1ccc(/C=C2\SC(=O)N(CCNC(=O)CN3C(=O)NC4(CCCC4)C3=O)C2=O)cc1OC	-5%	-22%	-9%
CC(C)OCCCn1c(=O)c2ccccc2n2c(CCC(=O)O)nnc12	-3%	-3%	-30%
Cc1ccc(NC(=O)c2cnn(-c3ccccc3)c2NC(=O)c2ccco2)cc1	-8%	13µM*	3%
CC(=O)Nc1ccc(S(=O)(=O)Nc2ccc3c(c2)OCCO3)cc1Cl	-6%	?	7%
O=C(O)C1CCN(C(=O)CSc2nc3ccccc3s2)CC1	0%	?	-3%
COc1ccc(-c2nc3ccccn3c2Nc2ccccc2C)cc1	-21%	11µM*	/
Cc1ccc(-c2nc(S(=O)(=O)c3ccc(C)cc3)c(N3CCN(c4ccccc4)CC3)o2)cc1	12%	-13%	/
CCCCCc1ccc(-c2cn(CC3CCCCC3)nn2)cc1	-18%&11%	?	9%
CC1(C)CC(NC(=O)c2ccncc2)CC(C)(C)N1O	-5%	1%	9%
NS(=O)(=O)c1ccc(CCNC(=O)CSc2nc3ccsc3c(=O)n2C2CC2)cc1	-2%	-7%	2%
Cc1ccc(Cn2c(CO)cnc2SCC(=O)Nc2ccc(C)c(Cl)c2)cc1	10%	18µM*	/
Cc1c(OCC(=O)N[C@@H](Cc2ccccc2)C(=O)O)ccc2c3c(c(=O)oc12)CCC3	-18%	7%	3%
O=C(Nc1ncccc1Cl)C1COc2ccccc2O1 (stereo not drawn)	-4%	-21%	6%
CCc1nc(SCC(=O)N2CCCCC2)c2c(=O)n(C)c(=O)n(C)c2n1	14%	-11%	2%
O=C(N=Nc1c(O)[nH]c2ccc([N+](=O)[O-])cc12)c1ccccc1[N+](=O)[O-]	-12%	?	-3%
CN(Cc1ccccc1)C(=O)COC(=O)c1cc([N+](=O)[O-])ccc1N1CCOCC1	-9%	-3%	0%
O=c1[nH]n(-c2ccccc2)c(=O)c(Cl)c1Cl	-2%	-28%	-3%
COc1ccccc1N1CCN(S(=O)(=O)c2ccc3nc(-c4ccccc4)[nH]c3c2)CC1	-9%	?	-25%
COc1ccccc1CNC(=O)CSCc1nc(-c2ccc(OC)c(OC)c2)oc1C	-11%	?	/
Cc1cccc(CSc2nc(N)c(C#N)c(-c3cccs3)c2C#N)c1	-5%	?	10%
CC(C)(C)[C@H]1CCC(=O)N(CCSc2ccc(Br)cc2)CC1	-15%	?	/
Cc1n[nH]c(C)c1S(=O)(=O)N1CCCC(C(=O)N2CCc3ccccc32)C1 (stereo not drawn)	0%	2%	3%
CCOC(=O)c1c(Nc2cccc(C(=O)OC)c2)nnc(-c2ccccc2)c1-c1ccccc1	-18%	?	/
CCCCn1c(CNC(=O)C(C)(C)C)nc2ccccc21	-17%	-6%	16%
COc1ccc(N2CCN(C(CNC(C)=O)c3ccco3)CC2)cc1 (stereo not drawn)	0%	2%	-7%
NCCNS(=O)(=O)c1cccc2cnccc12	/	27µM*	-9%&-8%&7%&10%
CCOC(=O)C1(Cc2ccccc2)CCCN(Cc2cccc(C(C)=O)c2)C1 (stereo not drawn)	6%	?	-4%
Cn1c(N)nc2nc(CCc3ccccc3)c(=O)[nH]c2c1=O	-6%	-10%	3%
CN1CCC(N(C)C(=O)NC2CCCCC2)CC1	8%	3%	-1%
CNC(=S)SCCOc1ccc(C)cc1	9%	?	4%
C=CSc1sc(Cl)c(N(C)C)c1[N+](=O)[O-]	-2%	4%	5%
O=C(Nc1ccc([N+](=O)[O-])cc1)OCCc1ccccn1	-1%	-2%	-3%
COc1ccc(C)cc1NC1=C(Cl)C(=O)N(C2CCCCC2)C1=O	-19%	?	7%
CCN(CC(=O)Nc1c(F)cccc1F)C(=O)c1ccc(C(=O)c2ccccc2)cc1	-2%	-30%	-6%
CN1CCN(C(=O)c2cc(Cl)ccc2Cl)CC1	-2%	-19%	-1%[2.35 µM]
Cc1ccc(C)c2c1sc(=NC(=O)CN1C(=O)CCC1=O)n2C	-5%	?	-7%
O=C1C=CC(=C(c2ccc(O)cc2)c2ccc(O)cc2)C=C1	-1%	9.2µM*	-18%
O=C(c1ccc2c(c1)OCO2)N(Cc1ccco1)C1(C(=O)NC2CCCCC2)CCCCC1	-12%	12µM*	2%

(continued)
Every second line gives: FEN1 inhibitor | TDP1 cell CPT | N370S GC mod
CCCC(=O)N1CCN(c2nc(CC(C)C)c3c(c2C#N)CCC3)CC1
    -13% | ? | 12%
C=CCNC(=O)c1cc2c(C(F)(F)F)nn(C)c2s1
    -9% | 3% | -24%
COc1ccccc1NC(=O)c1cc(S(=O)(=O)N2CCCC2)cn1C
    -11% | -23% | -2%
CCOc1ccc(N(CC(=O)NCCC2=CCCCC2)S(=O)(=O)c2ccccc2)cc1
    3% | ? | 16%
CCOc1ccc(CNC(=O)CN2C(=O)C(c3ccccc3)Oc3cccnc32)cc1 (stereo not drawn)
    8% | -25% | 4%
COc1ccc(OC)c(-c2cc(C(=O)Nc3ccc(F)cc3F)no2)c1
    -10% | -4% | 4%
O=[N+]([O-])c1ccc(C[n+]2cc(-c3ccccc3)n3c2CCCCC3)cc1
    13% | ? | 3%
CCN(Cc1nc(-c2ccc(C)cc2)no1)C(=O)c1ccco1
    -4% | 1% | -11%
O=C(COC(=O)c1ccccc1O)Nc1ncc(Cl)cc1Cl
    ? | 1% | 5%
OCCC1CN(Cc2cn[nH]c2C2CCCCC2)CCN1C1CCCC1 (stereo not drawn)
    -1% | 0% | -7%
CN(Cc1ccccc1)C(NC(=O)c1ccco1)C(Cl)(Cl)Cl (stereo not drawn)
    -16% | 2% | -7%
Cc1ccc(OC(C)C(=O)Nc2ccncc2)cc1C (stereo not drawn)
    15% | ? | -11%
O=C(O)c1cc(Cl)c(Cl)cc1C(=O)Nc1cccc2cccnc12
    -1% | -13% | -20%
CCC(C)n1c(SCc2ccc([N+](=O)[O-])cc2)nc2ccsc2c1=O (stereo not drawn)
    -8% | 23µM* | 21%
Cc1ccc(C(=O)NC(C#N)=C(Cl)Cl)cc1
    -1% | ? | 6%
CC(C)(C)c1cc(C2COC(=O)COCCOCC(=O)OCCOCCO2)cc(C(C)(C)C)c1O (stereo not drawn)
    -5% | -3% | /
O=C(CN1C(=O)c2ccccc2C1=O)NCc1ccncc1
    2% | 0% | 4%
Cc1cccc(N2CCN(C(=O)c3sc4nc5n(c(=O)c4c3C)CCC5)CC2C)c1 (stereo not drawn)
    21% | 16µM* | /
COc1ccc(CNC(=O)C2CC(c3ccccc3C(F)(F)F)=NO2)cc1 (stereo not drawn)
    4% | 0% | 23%
C=CCC1c2cccc(C(=O)OC)c2C(=O)N1c1ccccc1 (stereo not drawn)
    -8% | ? | 14%
Cc1cccc(NC(=O)CNC(=O)CCNC(=O)c2ccc(C(C)(C)C)cc2)c1C
    24% | -11% | /
CC(=O)N/C(=C/c1ccccc1)C(=O)N1CCCCC1
    1% | -12% | 1%
COc1ccc(/C=N/Nc2ccccc2C(=O)O)cc1Cn1cc([N+](=O)[O-])cn1
    -3% | -1% | -3%
COc1ccc(S(=O)(=O)NCCC(=O)NC2CCCCC2C)cc1[N+](=O)[O-] (stereo not drawn)
    -13% | -18% | /
O=C(/C=C/c1ccc2c(c1)OCO2)N1CCN(c2ccccc2F)CC1
    -6% | -14% | 9%

High-throughput results: PubChem, National Center for Advancing Translational Sciences (NCATS)
